Compound activity (PubChem)
All columns: NCI-60 one-dose screen, growth in % after 48 h at 10 µM unless noted; 100 = growth as untreated, 0 = no growth, -100 = all killed.
CCRF-CEM – CCRF-CEM leukemia | 77,000 tested, 7% active
MOLT-4 – MOLT-4 leukemia cells. 80,000 tested, 6.9% active. AID 1794779
M14 – M14 melanoma; 80,000 tested, 6.2% active; AID 1794745
A549/ATCC – A549/ATCC NSCLC; 81,000 tested, 3.7% active
HOP-92 – HOP-92 NSCLC cells; 71,000 tested, 6.3% active; AID 1794738
EKVX – EKVX NSCLC; 71,000 tested, 3% active; AID 1794765
RPMI-8226 – RPMI-8226 leukemia cells. 77,000 tested, 7.5% active
HOP-62 – HOP-62 NSCLC; 80,000 tested, 3.9% active
The depositor's hits bear a star; . = not tested or not shown; & = joins results of further samples; [ ] = remark or other dose. How the source made its calls: active means growth percent below 10; inactive means the rest.

SMILES	CCRF-CEM	MOLT-4	M14	A549/ATCC	HOP-92	EKVX	RPMI-8226	HOP-62
COc1ccc(NC(=O)C(=O)c2c[nH]c3cc(F)ccc23)cc1	78	80	81	41	67	73	76	87
c1ccc2c(NCCCN3CCN(CCCNc4c5ccccc5nc5ccccc45)CC3)c3ccccc3nc2c1	0.0*[100 µM]	-5.3*[100 µM]	-81*[100 µM]	-25*[100 µM]	-26*[100 µM]	-49*[100 µM]	-9.9*[100 µM]	-33*[100 µM]
CC(C)C1C2=C(NCCN1C(=O)C1CCCC1)C(C)(C)N(Cc1ccccc1)C2=O (centres undefined)	112	95	99	76	109	95	113	98
CCC(C)NC(=O)/C=C/c1ccccc1 (centres undefined)	103	100	106	94	112	96	104	98
Cn1cc(-c2csc(-c3cccc(F)c3)n2)c2cccnc21	.	4.1*[100 µM]	-77*[100 µM]	1.0*[100 µM]	-60*[100 µM]	21[100 µM]	.	-69*[100 µM]
O=C(COc1cccc(/C=C2\Cc3ccccc3C2=O)c1)c1ccc(Cl)cc1	90	107	105	.	87	88	90	98
CN1CCN(c2ccc(/C=C/C(=O)c3ccc(O)cc3)cc2)CC1	102	95	96	98	75	84	102	98
Cc1nn(-c2ccc(F)cc2)c2ncnc(N3CCOCC3)c12	98	94	104	100	91	80	98	114
O=C1C(Cl)=C(NCCCN(CCCNC2=C(Cl)C(=O)c3ccccc3C2=O)C2=C(Cl)C(=O)c3ccccc3C2=O)C(=O)c2ccccc21	35	32	12	46	88	80	45	102
COc1ccc(-c2nnc(Nc3c(C)cccc3C)o2)cc1	112	92	94	104	93	100	101	91
CN1CCC(=C(C#N)C#N)CC1	103	97	104	114	.	106	102	104
N#Cc1cnn(CCCl)c1N	112	101	112	111	117	99	109	101
CC(=O)Nc1nc(C)c(C(=O)NNC(=O)NC2CCCCC2)s1	.	111	106	105	.	109	.	.
CCN(CC)C12CCCCC1(C)C(C#N)(C#N)C(C#N)=C(N)O2 (centres undefined)	.	108	102	106	84	89	125	99
O=C1OC[C@H]2[C@H](c3ccc(O)c(O)c3)c3cc(O)c(O)cc3C[C@H]12	205	281	120	.	.	152	167	130
COc1ccc(-c2nc(SCCC(C)C)nc(NC3CC3)c2C#N)cc1	106&61	100&67	122&107	93&86	102&72	102&98	105&85	91&78
C[C@@H]1C(=O)N(C[C@H](Cc2ccccc2)N(Cc2ccccc2)Cc2ccccc2)[C@]1(Cc1ccccc1)C(=O)OC(C)(C)C	70	64	75	60	46	53	37	82
COc1cc(C)cc2oc3oc(=N)c(-c4csc(-c5cc6ccccc6oc5=O)n4)cc3c(=O)c12	125	122	98	100	95	99	123	104
CCC1(/C=N/NC(N)=S)NC(=O)NC1=O (centres undefined)	102	90	103	63	95	104	103	79
COc1cccc(/C(C)=N/NC(=O)CSc2nc3ccccc3c(=O)n2Cc2ccc(S(N)(=O)=O)cc2)c1	103	96	110	93	100	89	100	97
O=S(=O)(N=C1C(Cl)=C(Cl)C(=NS(=O)(=O)c2ccccc2)C(Cl)=C1Cl)c1ccccc1	74	55	94	74	134	107	79	91
O=C(O)CCn1c(O)c(/C=C2/C=c3cc4c(cc3=NC2=O)OCO4)sc1=S	102	103	104	101	109	96	104	111
COc1cc(/C=C/C(=O)c2ccc(Nc3nc(NCCO)nc(N4CCOCC4)n3)cc2)cc(OC)c1OC	3.6*	0.2*	27	14	40	22	-21*	34
COc1ccc(C=Nc2cc(C(C)C)c(O)cc2C)cc1S(=O)(=O)O	112	117	102	103	97	107	111	96
Cc1cccc(C)c1NC(=O)C(C)C	.	99	116	.	.	.	103	99

A different layout for part of the listing above:
Below each SMILES – CCRF-CEM	MOLT-4	M14	A549/ATCC	HOP-92	EKVX	RPMI-8226	HOP-62
CC(=O)Nc1nc(C)c(C(=O)NNC(=O)NC2CCCCC2)s1
→ .	111	106	105	.	109	.	.
CCN(CC)C12CCCCC1(C)C(C#N)(C#N)C(C#N)=C(N)O2 (centres undefined)
→ .	108	102	106	84	89	125	99
O=C1OC[C@H]2[C@H](c3ccc(O)c(O)c3)c3cc(O)c(O)cc3C[C@H]12
→ 205	281	120	.	.	152	167	130
COc1ccc(-c2nc(SCCC(C)C)nc(NC3CC3)c2C#N)cc1
→ 106&61	100&67	122&107	93&86	102&72	102&98	105&85	91&78

More structures
SMILES	CCRF-CEM	MOLT-4	M14	A549/ATCC	HOP-92	EKVX	RPMI-8226	HOP-62
O=C(Cc1ccccc1)NNc1ccccc1	64	90	68	95	.	87	103	101
CN(C)c1ccc(/C=N/NC(=O)c2ccccc2Nc2ccnc(C(F)(F)F)c2)cc1	96	99	94	100	105	96	93	101
S=c1sc2ccccc2n1CNc1ccccc1Cl	110	129	102	99	102	111	95	110
CC(=O)c1sc(Nc2ccc(S(=O)(=O)Nc3nc(C)cc(C)n3)cc2)nc1C	102	.	103	95	106	107	103	104
O=C(O)CNS(=O)(=O)c1ccccc1	93	89	104	101	99	95	104	99
CC(=O)NS(=O)(=O)c1ccc(OCCOc2ccc(S(=O)(=O)NC(C)=O)cc2)cc1	101	96	104	96	.	98	104	93
CCCCc1ccc(N=Nc2ccc(OCC[N+](C)(C)C)cc2)cc1	62	57	26	33	26	85	18	20
CCN(C(=O)CN1C(=O)/C(=C/c2cccs2)SC1=S)C1CCS(=O)(=O)C1 (centres undefined)	105	107	102	104	116	99	95	130
C=CCN(CC=C)C(=O)OCC	103	111	104	96	94	101	102	101
O=C(c1ccccc1)N(CCN1CCOCC1)C(=O)c1ccccc1	102	94	109	97	116	98	104	115
NS(=O)(=O)c1ccc(NC(=O)/C(=C\c2ccc(Br)cc2)NC(=O)c2ccccc2)cc1	99	89	109	102	94	102	97	104
Nc1ccc(C(=O)Nc2nc3c(s2)C[C@@H](NC(=O)c2cc(Br)c(Br)[nH]2)CC3)nc1	34	43	66	60	85	81	49	84
COc1ccc(C2CC(=O)c3c(O)cc(OC4OC(CO)C(O)C(O)C4OC4OC(C)C(O)C(O)C4O)cc3O2)cc1O (centres undefined)	110	69	99	89	100	98	110	84
C=C(C)[C@@H]1CC[C@]2(C(=O)OCCOCCOCC[P+](c3ccccc3)(c3ccccc3)c3ccccc3)CC[C@]3(C)[C@H](CC[C@@H]4[C@@]5(C)CC[C@H](OC(C)=O)C(C)(C)[C@@H]5CC[C@]43C)[C@@H]12	-41*	-78*	-83*	-88*	-87*	-75*	-64*	-85*
COc1ccc(C2C=C(C(=O)O)Nc3nc(N)[nH]c(=O)c32)cc1 (centres undefined)	118	108	105	99	.	.	132	118
CCCCCCCCCCCCCCn1cc(C2=C(c3coc4ccc(OC)cc34)C(=O)NC2=O)c2ccccc21	101	118	99	97	107	91	122	103
COc1cc(OC)c(OC)cc1C=NNc1ncnc2ccccc12	103	99	102	101	107	91	103	89
COc1cccc(/C=N/NC(=O)c2ccccc2Nc2ccnc(C(F)(F)F)c2)c1O	.	34	-30*	14	29	11	-19*	-6.3*
COc1nccc2c(-c3cccc(F)c3)nc(N)nc12	.	78	118	95	.	104	107	104
C[C@H](C(=O)NCc1ccc2c(c1)OCO2)C1CCN(C(=O)c2cc3ccccc3[nH]2)CC1	85	76	93	90	78	82	78	83
COc1cc(/C=N/NC(=O)c2ccc(C(F)(F)F)nc2Nc2cc(Cl)ccc2C)cc(OC)c1OC	51	62	.	103	-30*	94	65	100
CCOc1ccc(NC(=O)C(C(C)N2CCCCC2)N2CCCCC2)cc1 (centres undefined)	105	69	100	101	110	104	.	100
COc1ccc(S(=O)(=O)NCCNc2nccc(-n3ccc4cccnc43)n2)cc1	97	91	104	95	83	98	68	102
O=C(O)CCC(=O)c1ccc2oc3ccccc3c2c1	102	94	111	98	107	112	99	105
CC1(C)CC[C@]23CC[C@]4(C)[C@H](CC[C@@H]5[C@@]6(C)CC(CCc7nn[nH]n7)(CCc7nn[nH]n7)C(=O)C(C)(C)[C@@H]6CC[C@]54C)[C@H]2[C@H]1OC3=O	102	113	95	115	108	100	96	102
Later entries
SMILES	CCRF-CEM	MOLT-4	M14	A549/ATCC	HOP-92	EKVX	RPMI-8226	HOP-62
C/C=C(/C)C(=O)OC1C=C(CO)C(=O)C(OC(=O)C2(C)OC2C)C1C(C)C (centres undefined)	1.3*	-3.7*	-49*	-24*	-35*	-12*	-37*	0.9*
CC(C)c1ccc(NC(=O)Nc2ccc(NC(=O)CCCC(=O)Nc3ccccn3)cc2)cc1	70	63	86	57	78	103	67	68
CCCCCc1cc[n+](CC(=O)c2cccs2)cc1	98	78	96	96	89	92	99	77
Cc1cc(-c2ccccc2)c(-c2ccccn2)c2ccccc12	89	75	96	96	.	.	91	106
O=C(N/N=C/c1ccccc1SSc1ccccc1/C=N/NC(=O)c1ccccc1)c1ccccc1	16	11	13	50	60	26	31	20
COc1ccc2cc(C(=O)c3cn(-c4ccccc4)nc3C(C)=O)ccc2c1	99	96	.	95	93	105	101	96
Cc1ccc(C)c2c1sc1nc3nc4sc5ccccc5n4c(=N)c3c(=O)n12	81	104	95	111	72	96	89	97
CCC(C)N(c1ccc(Cl)cc1)c1nc(-c2ccc([N+](=O)[O-])cc2)cs1 (centres undefined)	99	84	97	101	90	95	81	98
Cn1cc(-c2nonc2-c2cn(C)c3ccc(Br)cc23)c2ccccc21	16	27	18	40	44	49	30	26
Cc1oc2c(c(C)nn2-c2ccccc2)c(=O)c1Cl	.	91	.	96	.	.	95	100
CC1(C)OB(c2ccccc2NC(=O)Nc2ccc(F)cc2)OC1(C)C	.	96	107	85	63	.	95	101
O=C(N/N=C/c1ccccc1Cl)c1ccccc1	100	84	102	95	87	.	94	92
O=C(O)c1cc(Cl)n[nH]c1=O	.	108	80	109	103	.	100	100
COc1ccc2[nH]c(C(=O)O)cc2c1	136	113	103	100	79	99	120	89
COc1ccc(C2=NN(C(=O)c3ccc(S(N)(=O)=O)cc3)C(c3ccccc3)C2)c(OC)c1 (centres undefined)	105	104	113	104	101	96	98	112
O=c1cc(OCCSC(=S)N2CCOCC2)c2ccccc2o1	86	86	95	101	53	101	71	91
CCCCNC(=O)Oc1ccc(/C(=C(/C)Cc2ccc(OC)cc2)c2ccc(OCCN3CCCC3)cc2)cc1	46	34	-65*	49	49	68	1.6*	79
NS(=O)(=O)c1ccc(NC(=O)C(=O)C(O)C(O)C(O)CO)cc1 (centres undefined)	109	129	.	92	95	105	106	102
CN=c1scc(-c2ccc(Br)cc2)n1NC(=O)Cn1nc(-c2ccccc2)ccc1=O	62	53	80	82	86	45	39	86
CC[C@@]12CC(C(=O)OC)=C3Nc4cc5c(cc4[C@@]34CCN(C[C@H]3O[C@H]31)[C@@H]24)[C@@H]1[C@H](O5)[C@@H](O)[C@@]2(CC)CC(C(=O)OC)=C3Nc4cc(O)ccc4[C@@]34CCN1[C@@H]24	2.7*	-16*	-61*	4.3*	-27*	-15*	-9.6*	-54*
Cc1nn2c(-c3nc4ccc(C(F)(F)F)cc4[nH]3)c(-c3ccc(F)cc3)nc2s1	66	59	94	77	105	.	84	109
O=C1NCC(Nc2ccccc2)C(=O)N1 (centres undefined)	101	104	117	96	.	110	110	136
COC(=O)CSc1ccc2nsnc2n1	96	104	94	97	92	103	109	101
CC(C)CC(CC(C)C)=NC(C)(C)CO	104	100	102	106	.	114	101	121
COc1cc(-c2nc(SCC(C)C)nc(N3CCOCC3)c2C#N)cc(OC)c1OC	85	83	115	88	73	99	95	95

Brought forward from above: 3 compounds, followed by the next part.
SMILES	CCRF-CEM	MOLT-4	M14	A549/ATCC	HOP-92	EKVX	RPMI-8226	HOP-62
COC(=O)CSc1ccc2nsnc2n1	96	104	94	97	92	103	109	101
CC(C)CC(CC(C)C)=NC(C)(C)CO	104	100	102	106	.	114	101	121
COc1cc(-c2nc(SCC(C)C)nc(N3CCOCC3)c2C#N)cc(OC)c1OC	85	83	115	88	73	99	95	95
COC(=O)c1ccc(C(=O)OC)cc1	105	98	98	98	102	.	105	105
C/C(=N\N=C(/C)c1ccc(O)cc1)c1ccc(O)cc1	60	73	97	99	81	88	88	98
c1ccc(NNc2ccc3ccccc3n2)cc1	89	82	89	93	83	.	85	96
NN1CCN(CCO)CC1	98	111	112	101	81	97	90	105
Fc1ccc(NCc2nnc(-c3ccc(Cl)cc3)o2)cc1Cl	103	87	106	78	106	110	102	103
CN(C)CCCOc1ccc(C(=C(c2ccccc2)C2CCCC2)c2ccc(OCCCN(C)C)cc2)cc1	-35*	-58*	-81*	-79*	-76*	-82*	-32*	-73*
Cc1ccc(C2=Nn3c(nnc3-n3[nH]c(=O)c4ccccc4c3=O)SC2)cc1	.	88	97	95	85	101	112	95
O=C(O)CCCCCNC(=O)OCc1ccccc1	0.6*	110	93	100	92	98	81	101
CCOC(=O)c1nn(-c2ccc(Cl)cc2)c(=N/N=C(\C)c2c(Oc3ccccc3)c(OC)c3occc3c2OC)s1	100	99	98	96	103	102	103	106
O=C(O)c1ccc2c(c1)C(=O)N(c1ccccc1)C2=O	95	90	101	103	91	.	98	88
Cc1ccccc1NC(=O)CSc1[nH]c(=O)cc(C)c1C#N	93	99	121	104	87	117	94	95
Cc1ccc2oc(=O)cc(/C=C3/SC(=O)NC3=O)c2c1	95	94	95	98	115	101	91	93
O=C(c1cc([N+](=O)[O-])cc([N+](=O)[O-])c1)N(CCO)CCO	100	91	103	100	130	95	102	102
Nc1ccccn1	101	99	.	104	112	113	106	98
Nc1nc(N)c(C=O)c(=O)[nH]1	91	98	101	94	101	105	77	111
Cc1ccc2nc3[nH]c(=O)[nH]c(=O)c3c(N)c2c1	78	87	96	89	76	60	90	84

Looked up above.
`COC(=O)c1ccc(C(=O)OC)cc1` | CCRF-CEM = 105
`Cc1ccccc1NC(=O)CSc1[nH]c(=O)cc(C)c1C#N` | MOLT-4 = 99
